RECQ1 helicase: qHTS Assay for Inhibitors of RecQ-Like Dna Helicase 1 (RECQ1) | RECQ1 DNA unwinding, red fluorescence kinetic read | Potency, µM (doses to about 57.3 µM), without a hit: at the highest dose activity, negative = inhibition, most hits filed as inhibitors | 240,000 tested, 0.54% active | AID 2549, 2010;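 further: plate controls were vehicle for no effect and no enzyme for full effect; nearly all actives have a fitted effect of over 30% in size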
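RECQ1T1 50 nM; forked duplex (20 bp + 30-nt ss tails) 200 nM, ATP 2 mM final; pH 8.0, 2 mM MgCl2, 2.5 ug/ml poly(dI-dC); 15 min compound preincubation; discontinuous kinetic read over 2 h at RT.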
TexasRed fluor: Total Fluorescence Counterscreen for Inhibitors of the Interaction of Thyroid Hormone Receptor and Steroid Receptor Coregulator 2; 280,000 tested, 0.29% active; Potency, µM (series often up to 106 µM), without a hit: at the highest dose fluorescence change, negative = quenching; TRb/SRC2 Texas Red total fluorescence interference; active means well fitted curve in either direction with a large enough effect; inconclusive means small, poorly fitted or top-dose-only effect
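Human TRb ligand-binding domain at 0.6 uM with 20 nM Texas Red SRC2 peptide in Tris buffer containing 1 uM T3 and 5% DMSO, incubated with compound 5 h at ambient temperature. Total fluorescence (555/632 nm) calculated as parallel + 2 × perpendicular.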
GAA spleen mod: qHTS Assay for Inhibitors and Activators of Human alpha-Glucosidase From Spleen Homogenate. Lysosomal alpha-glucosidase (Homo sapiens), P10253. human spleen homogenate, 4-MU-alpha-glucoside fluorescence. Potency, µM (series often up to 79.9 µM), for the others: top-dose activity change, negative = inhibition, usual class: inhibitors. 240,000 tested, 0.006% active. AID 2112, 2009;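 further: 0% = enzyme with vehicle and -100% = no enzyme basal signal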
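Compounds were titrated against alpha-glucosidase in spleen homogenate at pH 5.0, with 1 mM 4-methylumbelliferyl substrate for 40 min at 37 C. Reactions were quenched with pH 10 NaOH/glycine and fluorescence measured.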
TRb SRC2 PPI: qHTS for Inhibitors of the Interaction of Thyroid Hormone Receptor and Steroid Receptor Coregulator 2. Thyroid hormone receptor beta (Homo sapiens), P10828. TRbeta-SRC2 peptide binding, fluorescence polarization; receptor liganded with 1 µM T3. Potency, µM (series often up to 106 µM), for inactives: top-dose activity change, negative = inhibition, usual class: inhibitors. 280,000 tested, 0.065% active;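 further: plate controls were bound peptide for no effect and peptide without receptor for full effect; nearly all actives have a fitted effect of over 50% in size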
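Human TRb ligand-binding domain (0.6 uM) is mixed with 20 nM Texas Red SRC2 peptide and 1 uM T3; after compound addition and 5 hr at ambient temperature, polarization is measured and normalized to unbound and bound controls.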
L3MBTL1 block: qHTS Assay for the Inhibitors of L3MBTL1; Lethal(3)malignant brain tumor-like protein 1 (Homo sapiens), Q9Y468; AlphaScreen L3MBTL1–H3K9me1 peptide binding; Potency, µM (doses to about 57.1 µM), for the others: at the top dose activity, negative = inhibition, most hits filed as inhibitors; 230,000 tested, 0.66% active; AID 485360, 2010; further: nearly all actives have a fitted effect of over 60% in size
Target sequence (Q9Y468 whole entry, looked up): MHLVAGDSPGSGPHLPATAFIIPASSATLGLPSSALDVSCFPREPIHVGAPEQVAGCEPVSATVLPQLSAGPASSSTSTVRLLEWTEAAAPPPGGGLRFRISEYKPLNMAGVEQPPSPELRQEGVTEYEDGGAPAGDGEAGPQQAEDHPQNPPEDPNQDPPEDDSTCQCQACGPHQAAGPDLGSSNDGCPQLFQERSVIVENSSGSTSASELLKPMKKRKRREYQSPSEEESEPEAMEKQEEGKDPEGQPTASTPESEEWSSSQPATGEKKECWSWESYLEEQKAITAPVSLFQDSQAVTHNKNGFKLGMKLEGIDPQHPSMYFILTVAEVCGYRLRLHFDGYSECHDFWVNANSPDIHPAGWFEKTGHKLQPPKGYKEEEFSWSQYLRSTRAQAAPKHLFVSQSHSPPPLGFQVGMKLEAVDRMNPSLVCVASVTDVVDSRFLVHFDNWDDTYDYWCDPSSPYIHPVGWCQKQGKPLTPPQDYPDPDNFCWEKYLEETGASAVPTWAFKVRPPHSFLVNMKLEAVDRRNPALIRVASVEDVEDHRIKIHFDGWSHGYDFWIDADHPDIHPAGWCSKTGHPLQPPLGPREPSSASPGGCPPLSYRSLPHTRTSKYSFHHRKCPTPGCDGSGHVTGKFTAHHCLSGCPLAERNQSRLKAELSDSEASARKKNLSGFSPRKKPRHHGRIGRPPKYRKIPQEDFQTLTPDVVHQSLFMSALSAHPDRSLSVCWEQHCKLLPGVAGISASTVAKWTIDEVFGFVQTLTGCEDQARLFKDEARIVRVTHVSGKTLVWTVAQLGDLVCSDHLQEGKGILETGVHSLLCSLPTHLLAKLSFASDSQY
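AlphaScreen assay: L3MBTL1 (50 nM final) was preincubated 30 min at room temperature with biotinylated H3(1-15)K9me1 peptide (75 nM final), then 30 min with library compounds; streptavidin donor and nickel chelate acceptor beads (10 ug/mL final) added, 30 min dark.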
GAA glycogen mod: qHTS Assay for Inhibitors and Activators of Human alpha-Glucosidase Cleavage of Glycogen | 300,000 tested, 0.38% active | Potency, µM (top dose mostly 76.4 µM), inactives show top-dose activity change, negative = inhibition, actives largely listed as inhibitors | recombinant GAA, glycogen substrate, Amplex Red glucose oxidase fluorescence | Lysosomal alpha-glucosidase (Homo sapiens), P10253 | AID 2100, 2009;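 further: 0% = full enzyme reaction and -100% = no-enzyme basal signal; the screen sought inhibitors and activators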
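Recombinant human enzyme (4 nM); glycogen substrate; 37 C, 40 min, pH 5.0. Readout: coupled glucose oxidase/Amplex Red fluorescence.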
GoLoco inh red: qHTS Assay for Inhibitors of RGS12 GoLoco Motif Activity (Red Fluorophore). AID 880, 2007. Potency, µM (series often up to 61.6 µM), inactives show at the highest dose activity, negative = inhibition, most hits filed as inhibitors. 230,000 tested, 0.44% active. Gai1:RGS12 GoLoco peptide FP, rhodamine, 10 min; active means well fitted inhibition curve with a large enough effect, not every such curve was filed as active; inactive means no such curve, though single readings can be large or run the other way; further: nearly all actives have a fitted effect of over 30% in size; many of its hits are not listed in these tables
GAA inhib: qHTS Assay for Inhibitors of Human alpha-Glucosidase as a Potential Chaperone Treatment of Pompe Disease; purified human GAA, 4-MU-alpha-glucoside fluorescence; 200,000 tested, 0.005% active; AID 1466, 2008; Lysosomal alpha-glucosidase (Homo sapiens), P10253; Potency, µM (highest dose often 76.9 µM), inactives show at the highest dose activity change, negative = inhibition, hits mostly inhibitors;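 further: plate controls were uninhibited enzyme wells for no effect and no-enzyme background for full effect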
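Activity normalized between no-enzyme (basal) and enzyme-only wells. Conditions: 4 nM human enzyme, 400 uM fluorogenic substrate, citrate/phosphate pH 5.0 with Tween-20, 20 min room temperature, compounds up to 77 uM.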
An asterisk follows results filed as active; i = inactive; ? = inconclusive; . = no result given; & = joins results of further samples; [ ] = another dose, or the depositor's remark. Unless noted, the call rests on the fitted dose curve; in most records, active means well fitted curve in the direction sought with a large enough effect; inconclusive means small, poorly fitted or top-dose-only effect, or another doubt; inactive means no such curve, though single readings can be large; an effect the other way counts as inactive or inconclusive. Unless noted, on the % scale 0 is the no-effect control and ±100 the full control effect; potency means the concentration at half of the fitted maximal effect. Not all compounds are listed, so the mix of outcomes need not match the whole.

SMILES	RECQ1 helicase	TexasRed fluor	GAA spleen mod	TRb SRC2 PPI	L3MBTL1 block	GAA glycogen mod	GoLoco inh red	GAA inhib
Cn1ccnc1SCC(=O)Nc1ccc2nc(SCC(=O)NC3CC3)sc2c1	-8.9%	-0.8%	-8.9%	-3.6%	.	5.9%	4.7%	?
Cc1nnc(SCC(=O)N(C)C2CCCCC2)s1	i	0.4%[53 µM]	-15.2%	3.3%[53 µM]	-5.4%	6.9%	4.9%	13.8%
COc1ccc(N2CCN(C(=O)Cn3nnc(-c4cccs4)n3)CC2)cc1	-3.5%	-5.5%	-3.3%	1.2%	.	-0.6%	-4.7%	-2.4%
COc1ccc(C(=O)c2cnc(/N=C/N(C)C)s2)cc1	-11.6%	-1.9%	-15.5%	-1.4%	1.0%	9.8%	-0.3%	-12.3%
CC(C(=O)OCc1nnc(-c2ccccc2)o1)N1C(=O)c2ccccc2C1=O (stereo unspecified)	i	1.5%	1.1%	-6.7%	1.5%	-1.7%	24.0%	-0.1%
COc1ccc(C2/C=C\CN(C(=O)NC(C)C)CC(=O)N2Cc2ccc(F)cc2)cc1 (stereo unspecified)	-10.7%	0.1%&-0.6%	-11.6%&-9.9%	-1.4%&-5.9%	.	5.8%	7.8%	.
COc1cccc(CNC(=O)CCC2CCCN(Cc3ccc4c(c3)CCO4)C2)c1 (stereo unspecified)	0.2%	-3.6%	6.5%	1.1%	-1.5%	-2.9%	5.9%	.
CCCCNCc1cc(OCC)c(OCC(N)=O)cc1Br	i	-0.4%	-5.2%	1.3%	.	6.5%	-1.0%	-0.1%
CCOc1ccccc1-n1c(COc2ccc(C)cc2)nnc1SCC(N)=O	8.7%	1.4%	1.5%	-4.6%	.	-8.5%	-8.8%	3.7%
COC(=O)c1ccc(NC2c3ncccc3C(=O)N2Cc2cccs2)cc1 (stereo unspecified)	-14.0%	-6.3%	-2.4%	-7.5%	.	5.1%	8.2%	-8.2%
COc1ccc(NC2=NCCC2)cc1	-5.1%	-3.5%	1.0%	-3.4%	15.5%	9.7%	4.2%	-5.0%
Cn1nnnc1SCC(=O)c1c(N)n(C)c(=O)n(C)c1=O	i	-4.8%	0.7%	0.2%	2.8%	9.1%	1.5%	-1.1%

Exported comma-delimited: part of the list above
Compound,RECQ1 helicase,TexasRed fluor,GAA spleen mod,TRb SRC2 PPI,L3MBTL1 block,GAA glycogen mod,GoLoco inh red,GAA inhib
COC(=O)c1ccc(NC2c3ncccc3C(=O)N2Cc2cccs2)cc1 (stereo unspecified),-14.0%,-6.3%,-2.4%,-7.5%,.,5.1%,8.2%,-8.2%
COc1ccc(NC2=NCCC2)cc1,-5.1%,-3.5%,1.0%,-3.4%,15.5%,9.7%,4.2%,-5.0%
Cn1nnnc1SCC(=O)c1c(N)n(C)c(=O)n(C)c1=O,i,-4.8%,0.7%,0.2%,2.8%,9.1%,1.5%,-1.1%

(further entries)
SMILES	RECQ1 helicase	TexasRed fluor	GAA spleen mod	TRb SRC2 PPI	L3MBTL1 block	GAA glycogen mod	GoLoco inh red	GAA inhib
CCN(CC)c1ccc(C(=O)OCc2c(C)noc2C)cc1	-0.6%	-1.5%	3.8%	2.0%	15.5%	-2.2%	1.0%	1.5%
O=C(Nc1cc2nn(-c3ccccc3)nc2cc1Cl)c1ccco1	17.1%	-1.8%	-8.1%	-3.1%	-2.3%[11.4 µM]	3.0%	10.1%	5.7%
OCc1n[nH]c(CO)n1	0.1%	-0.4%	-4.3%	-1.3%	1.3%	1.0%	-1.6%	-3.3%
O=C(CCCN1C(=O)c2cccc3cccc(c23)C1=O)N1CCN(c2ccccc2O)CC1	-9.4%	-1.1%[53 µM]	7.9%	-4.1%[53 µM]	-3.8%	-2.8%	0.9%	2.7%
COc1cccc(CNc2ncn[nH]2)c1OCc1ccccc1F	-1.3%	2.2%	-3.3%	-0.4%	.	0.7%	2.5%	2.1%
CCOC(=O)c1[nH]ncc1CN1CCCC(C(=O)c2ccc(OC)cc2C)C1 (stereo unspecified)	-11.1%	-6.3%	7.0%	-1.5%	5.3%	-8.4%	0.9%	.
COC(=O)Nc1nnc(Cc2ccc(OC)cc2)s1	-0.3%	0.0%	3.4%	-3.1%	4.0%	-1.4%	0.6%	-0.8%
Cc1cccc(N(CC(=O)NC2CCCC2)C(=O)c2cc3cc4cccc(C)c4nc3s2)c1C	15.6%	-0.7%	-4.0%	-1.6%	?	-9.7%	6.2%	-7.7%
O=c1ccc2ccc(Oc3ccc([N+](=O)[O-])cc3[N+](=O)[O-])cc2o1	-7.0%	-2.3%	?	-5.3%	-1.9%	-0.9%	-8.6%	?
CC(=O)Nc1c(NC(C)C)c2ccccc2oc1=O	-5.5%	2.7%	-2.8%	-8.1%	10.2%	7.8%	-9.0%	0.8%
COc1ccc(C(=O)CN2C(=O)NC(C)(c3ccccc3)C2=O)cc1OC (stereo unspecified)	18.2%	-2.4%	2.8%	-12.8%	1.9%	8.7%	18.3%	1.6%
CCn1cc(CNC(=O)c2c(-c3c(Cl)cccc3Cl)noc2C)c(C)n1	i	-3.0%	9.1%	-4.8%	5.6%	-0.7%	11.4%	9.5%

Arranged by molecular weight (ascending): 3 of the compounds above.
SMILES	RECQ1 helicase	TexasRed fluor	GAA spleen mod	TRb SRC2 PPI	L3MBTL1 block	GAA glycogen mod	GoLoco inh red	GAA inhib
CC(=O)Nc1c(NC(C)C)c2ccccc2oc1=O	-5.5%	2.7%	-2.8%	-8.1%	10.2%	7.8%	-9.0%	0.8%
COc1cccc(CNc2ncn[nH]2)c1OCc1ccccc1F	-1.3%	2.2%	-3.3%	-0.4%	.	0.7%	2.5%	2.1%
CCOC(=O)c1[nH]ncc1CN1CCCC(C(=O)c2ccc(OC)cc2C)C1 (stereo unspecified)	-11.1%	-6.3%	7.0%	-1.5%	5.3%	-8.4%	0.9%	.

The list continues.
SMILES	RECQ1 helicase	TexasRed fluor	GAA spleen mod	TRb SRC2 PPI	L3MBTL1 block	GAA glycogen mod	GoLoco inh red	GAA inhib
Cn1c(=O)c(=O)n(C)c2cc(S(=O)(=O)NCCOc3ccccc3Cl)ccc21	i	0.7%	-3.2%	3.0%	.	-8.0%	6.0%	3.3%
Cc1c(C(=O)OCC2CCCO2)[nH]c2c1C(=O)CC(c1ccc(N(C)C)cc1)C2 (stereo unspecified)	-12.5%	-3.1%	2.4%	-10.6%	-8.1%	-9.5%	-7.6%	0.9%
O=S1(=O)CCN2C=C(Cl)C=C(Cl)C2=N1	18.9%	-0.7%	?	-0.9%	-3.9%	?	3.5%	?
CCCCCn1c(CN2CC(C)OC(C)C2)nc2c1c(=O)n(C)c(=O)n2C (stereo unspecified)	-2.2%	-4.9%	-2.6%	-2.0%	3.2%	6.2%	4.5%	2.9%
Nn1c(SCC(=O)Nc2ccc(F)cc2F)nnc1-c1cccnc1	i	5.5%	1.7%	1.6%	2.1%	6.3%	.	0.1%
Cn1[nH]c(=O)c2ccccc2c1=O	-10.0%	-2.0%	-4.1%	3.0%	8.1%	4.6%	-13.6%	-2.7%
CCC(C)Cn1c(O)cc2nn(-c3nc4ccccc4s3)c(=O)c-2c1C (stereo unspecified)	?	-28.3%	-3.7%	8.3%	.	-12.7%	5.6%	.
O=C(Cc1cccs1)N/N=C\c1ccc([N+](=O)[O-])s1	-19.0%	-1.9%	-9.0%	-3.9%	.	2.7%	4.8%	-15.9%
O=C(NCC1(c2ccccc2)CCCC1)C1(c2ccccc2)CCCC1	-1.5%	-2.4%	-3.4%	-12.1%	34.3%[activator]	0.3%	-4.1%	?
C=CC[C@H]1Cc2c(cccc2[N+](=O)[O-])[C@H](CC=C)N1	-1.3%	-1.4%	-2.9%	-10.9%	.	3.5%	-5.7%	0.1%
COc1ccc(OCC(=O)Nc2ccccc2C(=O)N2CCCC2)cc1	-1.1%	0.9%	1.8%	3.9%	0.1%	5.9%	.	1.1%
C=CCOC(=O)Nc1snnc1C	-11.3%	1.0%	-8.8%	-3.8%	10.5%	-0.3%	7.5%	-2.1%
O=C1CC(c2ccccc2)N1c1ccccc1 (stereo unspecified)	i	-1.5%	-2.6%	-1.9%	5.1%	5.6%	-1.0%	-2.8%
CC(CSc1nnnn1-c1ccccc1)Cn1c(N2CCCC2)nc2c1c(=O)[nH]c(=O)n2C (stereo unspecified)	-8.0%	-2.4%	-10.9%	2.6%	2.9%	8.2%	-1.8%	-4.0%
CC(=O)N(Cc1ccccc1)c1ncc2c(n1)c(=O)c(C#N)c1ccccn12	4.9%	-2.8%	-1.9%	2.2%	.	4.2%	7.2%	-1.0%
CSC1=NCCN1S(=O)(=O)c1ccccc1	6.3%	1.8%	-3.6%	-7.8%	.	7.5%	-5.1%	1.1%
Cc1ccc(/C=N/NC(=O)c2ccccn2)s1	i	-4.7%	-6.3%	-1.8%	-9.6%	-1.2%	6.6%	-8.7%
CC(=O)Nc1ccc(S(=O)(=O)Oc2ccc(/C=N/NC(=O)c3ccc(Cl)cc3)cc2)cc1	-11.9%	2.7%	-1.5%	14.0%	-1.2%	-5.8%	3.2%	-11.1%
CC(C)(C)NC(=O)CN(C(=O)C1CSC(=O)C1)c1ccc2c(c1)OCCO2 (stereo unspecified)	i	-4.1%	-7.8%	-0.3%	-3.3%	2.0%	-18.2%	0.7%
O=C(Nc1cc(Cl)ccc1N1CCOCC1)c1cnccn1	-3.1%	-3.3%	8.9%	3.3%	?	-1.9%	2.7%	-1.0%
